Screening data: PubChem BioAssay, several laboratories
ABHD5-PLIN5 inh: blocks binding of human ABHD5 to perilipin-5 | 360,000 compounds, 0.78% hits | Split G. princeps luciferase complementation, luminescence, 4 h | Q00G26+Q8WTS1 | AID 602281 | inhibition, % at 4 µM;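 active = inhibition above the mean inhibition across every tested compound plus 3 SD, cut at about 22% in these data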;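 note: 0% = DMSO only wells and the 100% control is not disclosed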
TLR9-MyD88 inh: inhibitors of human TLR9-MyD88 binding; Q9NR96+Q99836; CHO BLA complementation TLR9-MyD88, CCF4 FRET ratio; inhibition, % at 4.98 µM; 340,000 compounds, 0.21% hits; AID 504734;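 active = inhibition above the mean over all tested compounds plus 3 SD, cut at about 21% in these data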;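 note: 0% = DMSO only wells and 100% = clavulanate BLA inhibitor control wells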
TROY NFkB inh: TROY signaling inhibition; Q293 LMP1-TROYcd NF-kB luciferase reporter, 4 h; inhibition, % at 10 µM; AID 1347056; 360,000 compounds, 0.98% hits;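 active = compounds whose plate-normalised and pattern-corrected inhibition of the luciferase reporter signal at the single screening dose is 50% or more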
NCOA1 inh: human NCOA1 inhibition; HEK293 GAL4-SRC1 luciferase reporter, luminescence; inhibition, % at 3.6 µM; 360,000 compounds, 0.12% hits; AID 588354;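 active = inhibition above the campaign mean plus 3 SD, with each screening campaign given its own cutoff, cut at about 60% in these data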;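 note: 0% = DMSO treated cells and 100% = gossypol at 36 µM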
Granule exo inh: blocks lytic granule exocytosis. TALL-104 LAMP-1 surface exposure, flow cytometry; cells stimulated with thapsigargin and PMA. inhibition, % at 10 µM. 360,000 compounds, 0.66% hits. AID 651702;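 active = inhibition above about 55%, limit read from the data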
COUP-TFII inh: NR2F2 (human) inhibition, primary screen; AID 686940; HEK293T NGFI-A luciferase reporter, luminescence; 370,000 compounds, 0.7% hits; inhibition, % at 8.6 µM;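 active = inhibition above a per-plate cutoff, mean inhibition of test wells between control levels plus 3 SD, cut at about 38% in these data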;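 note: cells cotransfected with COUP-TFII expression vector driving the NGFI-A reporter; 0% = median of COUP-TF2 test wells and 100% = reporter-only cells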
NOD2 RIPK2 PPI: blocks binding of human NOD2 to RIPK2. inhibition, % at 4.98 µM. CHO BLA complementation NOD2-RIPK2, CCF4 ratio. AID 624267. 360,000 compounds, 0.38% hits; in the data active = inhibition above about 21%;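 note: 0% = vehicle only and 100% = reference blocker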
SRC3 inh: human NCOA3 inhibition; HEK293 GAL4-SRC3 luciferase reporter, luminescence; inhibition, % at 3.6 µM; 360,000 compounds, 0.17% hits;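 active = inhibition above a per-campaign cutoff, the mean of all compounds plus 3 SD, cut at about 60% in these data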;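 note: 0% = DMSO-treated cells and 100% = gossypol-treated cells at 36 µM; higher means less SRC3-driven luciferase light from the GAL4 reporter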
TWEAK Fn14 block: TWEAK-Fn14 signaling inhibition | TWEAK-stimulated Fn14 reporter cells, luciferase luminescence, 8 h | inhibition, % at 10 µM | 360,000 compounds, 2% hits | AID 1159606; in the data active = inhibition above about 50%
NR5A2 inv ag: suppresses constitutive activity of human LRH-1 | 360,000 compounds, 0.13% hits | AID 602396 | inhibition, % at 3.6 µM | O00482 | HEK293T StAR-luciferase reporter, LRH-1 transfected, 24 h;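 active = inhibition above the mean inhibition of all tested compounds plus 3 SD, cut at about 73% in these data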;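 note: 0% = DMSO wells and 100% = reporter-only cells lacking LRH-1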
NCOA2 inhibitor: human SRC2 (NCOA2) inhibition | Q15596 | HEK293 GAL4-SRC2 luciferase reporter, luminescence | inhibition, % at 9 µM | 370,000 compounds, 0.17% hits | AID 651957;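 active = inhibition above the mean inhibition of all tested compounds plus 3 SD, set per campaign, cut at about 52% in these data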;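 note: 0% = DMSO treated cells and 100% = cells given Gossypol at 36 µM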
* hit, by the source's call; nt = not tested or not shown; & = joins results of further samples. Some of the compounds tested; the hit share may differ from the screen's.

item	SMILES	ABHD5-PLIN5 inh	TLR9-MyD88 inh	TROY NFkB inh	NCOA1 inh	Granule exo inh	COUP-TFII inh	NOD2 RIPK2 PPI	SRC3 inh	TWEAK Fn14 block	NR5A2 inv ag	NCOA2 inhibitor
1	CN1CCN(C(=O)c2cc(Oc3c(F)c(F)c(F)c(F)c3F)cc(C(=O)N3CCN(C)CC3)c2)CC1	-3	1	-4	-6	-1	12	8	11	9	3	-17
2	CC(=O)Nc1ccc(NC(=O)COC(=O)c2cc(S(=O)(=O)N3CCCC3)ccc2O)cc1	4	-4	4	-7	-2	6	0	-5	18	49	-26
3	Cc1cc(Nc2ccc(Cl)cc2)nc(N)n1	1	1	-48	-58	-3	-23	-7	-47	1	-66	-46
4	COc1ccc(/C=C2\SC(=O)N(CCC(=O)N(C)C3CCS(=O)(=O)C3)C2=O)cc1 (stereo not given)	-1	10	-50	7	1	10	-1	-3	6	-14	-9
5	O=C(CCC(=O)c1ccccc1)Nc1cccnc1	-3	6	-33	-2	-4	-6	-7	10	-5	14	12
6	CCN(CC)C(C)C(=O)Nc1c2c(cc3c1CCC3)CCC2 (stereo not given)	0	6	9	-15	4	19	1	21	1	-18	-11
7	Cc1cc(NC(=O)CSc2nccn2-c2cccc(C)c2C)no1	-8	-4	22	6	-4	4	-4	11	2	-6	5
8	O=C(C(=O)N1CCN(c2cccc(Cl)c2)CC1)c1cn(CC(=O)N2CCOCC2)c2ccccc12	-2	0	-27	-5	-2	-8	0	-27	13	-15	5
9	CCCCn1c(-c2ccoc2C)n[nH]c1=S	-2	-3	-1	-4	1	1	-2	-4	-15	2	9
10	CCOC(=O)Nc1cc(=O)c2ccccc2o1	4	-2	10	-15	-2	2	-1	7	1	9	-24
11	CC(=O)c1cn(CC(=O)Nc2cccc(C)c2C)c2ccccc12	-6	-2	12	25	3	23	-6	19	47	21	14
12	CCOc1[nH]n(-c2ccccc2)c(=O)c1C=NCc1cccnc1	0	-8	-20	-7	21	-5	-8	-3	3	4	10
13	COc1cccc(NC(=O)CNC(=O)Cn2cnc3sc(C)c(C)c3c2=O)c1	13	-2	16	-23	-14	-35	5	-4	-13	0	-9
14	COc1ccc(-n2c(SCC(=O)Nc3cccc4ccccc34)nc(O)cc2=O)cc1	8	8	11	-1	2	11	-2	-55	-9	16	-37
15	CC(=O)c1ccc(N(C(=O)CNC(=O)c2ccco2)C(C(=O)NC2CCCC2)c2ccco2)cc1 (stereo not given)	-1	1	2	-21	-14	-14	-1	11	6	14	14
16	COC(=O)CNC(=O)C1Nc2ccccc2C2C=CCC12 (stereo not given)	9	2	-4	-10	7	2	7	7	1	-3	-25
17	CCCCC1CCCC12NC(=O)NC2=O (stereo not given)	1	-4	-5	-10	4	-3	-6	-1	-4	5	9
18	Clc1ccccc1-c1ccc(CN2CCN(c3ccccc3)CC2)o1	-4	1	-1	7	-2	-7	0	14	-12	1	-2
19	CCOC(=O)c1cccc(NC(=O)C2CCCN(S(=O)(=O)c3cnc[nH]3)C2)c1 (stereo not given)	3	-11	-6	-5	6	9	-8	12	-11	18	-14
20	CCOC(=O)c1cn(CC(=O)Nc2ccc(OC)cc2OC)nn1	1	-4	2	4	-1	6	-1	-9	-8	2	-27
21	COC(=O)C[C@H]1CC[C@@H](NC(=O)Nc2c(C)noc2C)[C@@H](CO)O1	0	nt	nt	nt	7	-4	-2	nt	nt	-12	3
22	O=C(C1c2ccccc2Oc2ccccc21)N1CCN(c2ccc(Cl)cc2)CC1	4	3	12	-3	-3	-1	-1	18	13	5	7
23	CCOc1ccc(N(CC(=O)N2CCCCCC2)S(=O)(=O)c2ccc(C)cc2)cc1	3	0	12	1	-1	-6	-5	14	27	4	-3
24	CC(C)Cn1c(=O)c2ccccc2n2c(SCC(=O)N3c4ccccc4CC3C)nnc12 (stereo not given)	6	1	-5	10	0	12	-23	24	-1	-1	9
25	CCC(=O)c1ccc(OCC(O)CN2CC(C)OC(C)C2)cc1 (stereo not given)	-6	-1	-1	-10	2	11	-5	-17	-17	8	-15
26	COC1CC(N)C2OC(c3ccccc3)OCC2O1 (stereo not given)	2	1	-23	-6	12	3	5	-4	2	-1	-4
27	Cc1ccc(-c2nn3c(C)nnc3c3ccccc23)cc1S(=O)(=O)NC(C)(C)CO	5	8	-15	-17	0	-82	0	16	18	37	-31
28	Cc1cccc(N2CCN(C(=O)COc3cc4oc(=O)cc(C)c4cc3Cl)CC2)c1C	-3	4	17	0	11	4	-8	-2	-5	-9	10
29	COc1ccc(/C=C2\Oc3ccccc3C2=O)cc1	2	-6	26	-132	-2	-28	-3	-102	65*	-104	-37
30	Cc1cc(S(=O)(=O)N2c3ccc(F)cc3CCC2C)ccc1-n1cnnn1 (stereo not given)	4	2	-1	-17	-7	-2	-3	-1	5	-17	3

(cont.)
item	SMILES	ABHD5-PLIN5 inh	TLR9-MyD88 inh	TROY NFkB inh	NCOA1 inh	Granule exo inh	COUP-TFII inh	NOD2 RIPK2 PPI	SRC3 inh	TWEAK Fn14 block	NR5A2 inv ag	NCOA2 inhibitor
31	Cc1nn(C)c(C)c1C(C)NC(=O)c1cc(COc2ccc(F)c(F)c2)on1 (stereo not given)	1	-2	-18	-16	8	-19	4	-30	-24	-25	-25
32	CCOC(=O)N1CCN(C(=O)c2cccc(S(=O)(=O)Nc3ccc(F)cc3)c2)CC1	5	-5	1	14	2	11	-6	-1	3	19	28
33	Cc1nc(C)c(-c2csc(Nc3cccnc3)n2)s1	2	-1	-13	-10	0	-40	-7	-68	-27	47	-49
34	N#CCSc1nc2ccccc2c(=O)n1-c1ccccc1	4	8	7	2	-1	-13	-2	4	-1	34	14
35	Cc1ccc(S(=O)(=O)n2cc(C=O)c3ccccc32)cc1	6	2	36	-9	3	0	-5	-24	27	7	-6
36	Cc1ccc(NC(=O)Nc2ccc3c(c2)OCO3)c(Br)c1	-2	-1	-63	-20	4	-12	-1	-15	-38	-20	-32
37	O=C(Nc1ccc(N2CCOCC2)cc1)c1ccncc1	-4	-4	-12	-23	3	-14	-10	-13	9	-16	-31
38	Cc1ccccc1CSCCC(=O)NCCc1ccccc1	1	-5	-28	2	2	9	0	-2	-12	-5	20
39	CCOc1ccc(C(=O)NNC(=O)CCNC(=O)c2ccc(Br)cc2)cc1OC	-6	-3	-13	-19	-3	-3	4	-2	1	8	11
40	C=CCN(C1CCCCC1)S(=O)(=O)c1ccc2c(c1)oc(=O)n2C	-2	-7	10	1	6	-5	-6	-15	9	20	-11
41	CC(C)C(=O)NC(c1cccc([N+](=O)[O-])c1)c1c(O)ccc2ccccc12 (stereo not given)	-1	-6	51*	-32	1	0	-3	-17	-7	-22	-29
42	CCc1ccc(C(=O)COC(=O)c2ccco2)cc1	-2	11	17	-20	-1	-5	-2	-17	-4	-44	-30
43	O=C1NC(c2ccccc2OC(F)F)Oc2ccccc21 (stereo not given)	3	0	5	-5	0	2	-11	6	14	10	-3
44	COc1ccc(O)c(C(=O)c2cnn(C(=O)c3cccc(S(=O)(=O)N(C)C)c3)c2)c1	1	5	-19	5	5	3	-2	-8	35	-15	23
45	O=C(O)c1cc(-c2ccc3c(c2)OCO3)nc2ccc(Br)cc12	0	-10	-1	7	-2	-11	-2	-1	-31	-7	-12
46	COc1ccccc1CN1CC(C(=O)N(C)Cc2ccc(C)o2)CCC1=O (stereo not given)	5	-8	-16	-1	3	-9	-3	-8	7	-10	-7
47	Cc1ccc(C(=O)c2ccccc2C(=O)O)cc1C	-5	1	5	7	1	1	-6	10	-4	6	8
48	CC1(C)C(=O)Nc2ccccc2N1C(=O)COC(=O)COc1ccc(C#N)cc1	3	12	-8	13	-2	0	9	-23	3	-1	-6
49	Cc1cc(=O)oc2c3c(cc(OCC(=O)N[C@H](C(=O)O)c4ccccc4)c12)OC(C)(C)CC3	-4	-6	-1	-11	1	2	-3	2	4	13	21
50	COC(=O)c1sccc1N/N=C/c1cccc(Oc2ccccc2)c1	-16	9	71*	-46	-1	-38	2	-21	53*	-47	-56
51	COc1ccccc1-c1cc(C(F)(F)F)c(C#N)c(=O)[nH]1	-5	6	21	-7	2	1	0	-6	-14	5	-12
52	COc1ccc(CC2(CO)CCN(Cc3cccn3-c3ccccn3)CC2)cc1	1	-2	10	1	-2	14	-1	25	-1	8	-14
53	COc1ccccc1N(CC(=O)NCc1ccccc1)S(=O)(=O)c1cccs1	-5	-8	-4	9	-4	6	-13	4	-20	-26	15
54	C#CCOCCOCCOCCNc1nc(N2CCN(C(=O)C(Cc3cc4ccccc4[nH]3)n3cc(C(N)Cc4ccc(O)cc4)nn3)CC2)nc(N2CCN(C(=O)C(CCC(=O)O)n3cc(C(N)C(C)CC)nn3)CC2)n1 (stereo not given)	3	5	-1	-5	4	-16	-4	-16	8	-16	-17
55	O=C(OCCCCOC(=O)c1ccccc1)c1ccccc1	-1	2	-39	9	-2	-6	-4	24	-7	17	12
56	Cc1cccc(C(=O)NCC(c2ccc(F)cc2)N2CCOCC2)c1 (stereo not given)	0	-6	9	10	2	-1	-4	12	18	2	-9
57	Cn1c(=O)c2c(ncn2CC(=O)OCCCC(=O)c2ccc(Br)cc2)n(C)c1=O	-2	-18	22	12	-1	20	-18	14	19	15	15
58	O=C(CCCn1c(=S)[nH]c2cc3c(cc2c1=O)OCO3)NCc1ccco1	3	2	11	-6	0	-16	-5	-1	16	-5	-29
59	O=C(N/N=C\c1ccccc1OCc1ccccc1)c1ccco1	-1	9	-62	-29	-2	-7	-5	-22	-40	-79	-7
60	CN1CCN(C(=O)c2cc3c(c(-c4cccc(C#CC(C)(C)O)c4)n2)[C@@H](CCO)N(S(=O)C(C)(C)C)C3)CC1 (stereo not given in full)	-3	nt	2	15	-1	-6	1	-11	1	22	8

Going on with the list:
item	SMILES	ABHD5-PLIN5 inh	TLR9-MyD88 inh	TROY NFkB inh	NCOA1 inh	Granule exo inh	COUP-TFII inh	NOD2 RIPK2 PPI	SRC3 inh	TWEAK Fn14 block	NR5A2 inv ag	NCOA2 inhibitor
61	COc1ccc(C)cc1Nc1cc(C)nc2ncnn12	9	-6	6	1	-3	-16	-1	16	-4	22	1
62	COc1ccc(-c2nc(SCC(=O)NC3CCCC3)c(-c3ccc(OC)cc3)[nH]2)cc1	-10	-1	-20	-1	-4	-3	-10	8	-2	10	13
63	CCOC(=O)N1CCN(C(=O)COC(=O)c2cc(Cl)c(O)c(Cl)c2)CC1	-2	1	17	-5	-1	-1	-3	1	72*	-13	-18
64	COc1ccc(CNC(=O)N2CCc3ccccc3C2)cc1Cl	-4	-7	-11	-28	-3	-11	5	7	6	-9	-64
65	CC(=O)Nc1c(C(=O)c2ccc(F)cc2)oc2ccccc12	0	3	-15	1	-4	21	-6	0	-3	-23	-13
66	CNC(=O)CCCCCNS(=O)(=O)c1ccc(C)cc1	-1	6	13	-5	2	6	6	9	-13	-1	-9
67	CC1CN(Cc2ccccc2Cl)CC(C)O1 (stereo not given)	2	3	-6	-5	-3	8	-3	3	10	-7	-7
68	C/C(N)=C(/C#N)C(=O)CSc1nnc(COc2ccccc2Cl)o1	4&-5	2&3	-19&-16	-5&-11	8&-2	10&-24	-16&-15	-6&-3	-14&-14	-9&-26	-16&-5
69	COc1cccc2cc(NC(=O)C3CCCCC3)c(=O)oc12	1	2	-23	-76	1	-68	-4	-45	-21	-38	-49
